Screens: PubChem, several laboratories
FXN GAA850 act – FXN promoter activators, primary screen, cell-based, luciferase luminescence, HEK293 lucGAA850. HEK293 lucGAA850 FXN promoter luciferase reporter, 24 h; percent of 10 µM SAHA response. activation, % at 6 µM. 360,000 compounds, 0.56% hits. AID 540364, 2011;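 active = activation above the average of all compounds screened plus 3 SD, cutoff fixed separately per campaign, cut at about 7.5% in these data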;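 also: 0% = DMSO wells and 100% = 10 µM SAHA wells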
proKLK7 act – proKLK7 zymogen activators, primary screen, biochemical, fluorescence intensity; Kallikrein-7 (Homo sapiens), P49862; purified proKLK7, EDANS-DABCYL substrate fluorescence; 100% is mature enzyme control, 0% vehicle; activation, % at 7 µM; 370,000 compounds, 0.9% hits; AID 652039, 2013;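 active = activation above the mean of all tested compounds plus 3 SD, computed per campaign excluding outliers beyond control limits, cut at about 13% in these data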
DAX1 inh-1 – DAX1 (NR0B1) inhibitors, primary screen, cell-based, HEK293, Gal4-DAX1, luciferase luminescence; inhibition, % at 6.75 µM; HEK293 Gal4-DAX1 luciferase reporter; AID 504766, 2011; Nuclear receptor subfamily 0 group B member 1 (Homo sapiens), P51843; 340,000 compounds, 0.99% hits;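 active = inhibition above the mean over all tested compounds plus 3 SD, cut at about 4.2% in these data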;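 also: 0% = DAX1-transfected cells with DMSO and 100% = empty-vector control cells with DMSO; inhibition shows as a rise in luminescence from relieved DAX1 repression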
Target sequence (P51843 207-470 limits assumed): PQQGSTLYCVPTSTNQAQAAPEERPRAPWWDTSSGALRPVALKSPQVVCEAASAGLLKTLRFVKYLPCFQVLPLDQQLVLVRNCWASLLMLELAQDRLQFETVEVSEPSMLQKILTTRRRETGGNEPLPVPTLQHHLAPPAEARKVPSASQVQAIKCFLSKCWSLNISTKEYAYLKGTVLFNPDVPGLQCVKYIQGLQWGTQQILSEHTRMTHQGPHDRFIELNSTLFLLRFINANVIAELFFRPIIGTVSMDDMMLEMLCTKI
ssDAF12 agonist – S. stercoralis DAF-12 nuclear receptor activators, primary screen, cell-based, luminescence, HEK293, GRIP1 co-expression, lit1-tk-luc | HEK293 ssDAF-12/GRIP1 lit1-tk-luc reporter; % of 3 µM dafachronic acid response | activation, % at 6.8 µM | 370,000 compounds, 1% hits;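 active = activation above the mean over all tested compounds plus 3 SD, cut at about 0.9% in these data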;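 also: 0% = DMSO-only wells and 100% = 3 µM delta7-dafachronic acid wells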
GC-A act – GC-A stimulated cGMP production enhancers – HEK293 GC-A cells, cGMP TR-FRET, EC30 ANP, primary screen; Atrial natriuretic peptide receptor 1 (Homo sapiens), P16066; 0% at EC30 ANP, 100% saturating ANP; activation, % at 10 µM; 370,000 compounds, 0.14% hits; AID 1671463, 2021; in the data active = activation above about 40%
NPR2 activator – human GC-B receptor activators, primary screen, HEK293 GC-B cells, cGMP TR-FRET, EC30 CNP. 0% at EC30 CNP, 100% saturating CNP. Atrial natriuretic peptide receptor 2 (Homo sapiens), P20594. AID 1920062, 2024. activation, % at 10 µM. 370,000 compounds, 0.11% hits;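 active = activation at 10 µM reaching about 35% in either raw or pattern-adjusted values, limit read from the data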
DAX1 inh-2 – DAX1 (NR0B1) inhibitors on StAR promoter, primary screen, cell-based, luminescence, SF-1 (NR5A1), full-length DAX-1; HEK293T StAR-luciferase reporter, SF-1/DAX-1 repression relief; inhibition, % at 6.8 µM; 370,000 compounds, 1.1% hits; AID 652010, 2013;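 active = inhibition above the mean over all tested compounds plus 3 SD, cut at about 3.6% in these data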;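 also: 0% = DAX-1 cells with DMSO and 100% = cells lacking DAX-1 with DMSO; higher inhibition means more luminescence from relief of DAX-1 repression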
hcDAF-12 act – H. contortus DAF-12 nuclear receptor activators, primary screen, cell-based, luminescence, HEK293, lit1-tk-luc reporter. HEK293 hcDAF-12 lit1-tk-luc reporter; 0% DMSO, 100% Δ7-dafachronic acid. activation, % at 6.8 µM. 370,000 compounds, 1.4% hits. AID 652067, 2013;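 active = activation above the mean of all tested compounds plus 3 SD, cut at about 5.5% in these data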;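 also: 100% = response to 3 µM Δ7-dafachronic acid high control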
HGIII-sPLA2 inh – human group III sPLA2 inhibitors, primary screen, biochemical, QFRET, BODIPY PC-A2 liposome substrate; Group 3 secretory phospholipase A2 (Homo sapiens), Q9NZ20; QFRET BODIPY PC-A2 liposome hydrolysis, fluorescence; inhibition, % at 12.2 µM; 370,000 compounds, 0.56% hits; AID 743126, 2013;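 active = inhibition above mean plus 3 SD of compounds lying within the high and low control bounds, cut at about 19% in these data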;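 also: 0% = median of test compound wells and 100% = no enzyme DMSO wells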
Target sequence (Q9NZ20 whole entry, looked up): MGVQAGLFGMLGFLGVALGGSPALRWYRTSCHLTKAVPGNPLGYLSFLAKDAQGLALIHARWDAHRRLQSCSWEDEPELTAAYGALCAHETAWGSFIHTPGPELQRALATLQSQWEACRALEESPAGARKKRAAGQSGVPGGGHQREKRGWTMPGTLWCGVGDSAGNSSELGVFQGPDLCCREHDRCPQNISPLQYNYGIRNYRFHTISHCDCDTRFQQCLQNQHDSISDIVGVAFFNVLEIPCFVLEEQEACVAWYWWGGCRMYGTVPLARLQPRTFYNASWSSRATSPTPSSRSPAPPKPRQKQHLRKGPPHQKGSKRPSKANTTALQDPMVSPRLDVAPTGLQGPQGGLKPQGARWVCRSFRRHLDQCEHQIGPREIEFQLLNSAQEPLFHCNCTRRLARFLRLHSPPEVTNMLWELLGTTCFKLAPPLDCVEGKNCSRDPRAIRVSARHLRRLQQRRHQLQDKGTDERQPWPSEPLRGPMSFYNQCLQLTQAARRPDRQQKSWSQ
SMARCA2 act – SMARCA2 (BRM) function activators, primary screen, cell-based, luminescence, high throughput; MG213 cells, MMTV-luciferase reporter, dexamethasone, overnight; activation, % at 9.1 µM; AID 652017, 2013; 370,000 compounds, 1% hits; in the data active = activation above about 7.8%;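 also: 0% = vehicle wells and 100% = reference activator wells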
hgDAF12 agonist – H. glycines DAF-12 receptor agonists, primary screen, cell-based, luminescence, HEK293, GAL4 fusion, UAS-luciferase. HEK293 GAL4-hgDAF12 UAS-luciferase reporter, agonist luminescence; normalized to butyrate control. activation, % at 6.8 µM. AID 687014, 2013. 370,000 compounds, 1.8% hits;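 active = activation above a cutoff set at the mean of all screened compounds plus 3 SD, cut at about 10% in these data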;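 also: 0% = DMSO wells and 100% = sodium butyrate wells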
* marks the source's active call; other numbers are inactive results; · = not tested or not shown.

no.	SMILES	FXN GAA850 act	proKLK7 act	DAX1 inh-1	ssDAF12 agonist	GC-A act	NPR2 activator
1	O=C(CCNc1cccc(Cl)c1)c1cccs1	2.5	0.1	-0.7	1.4*	-3	-4
2	COC(=O)CCC(=O)N1C2=NC3=C(C(=O)N(Cc4ccc5c(c4)OCO5)C3=O)C3N(C)c4ccccc4[C@]23C[C@H]1CO (stereo not given in full)	·	0.9	·	-1.4	0	-3
3	CCOc1ccccc1CNC(=O)CCc1cn(CC)c2ccccc12	-0.6	0.8	-0.4	-1.2	-6	-2
4	Cc1cn([C@H]2C[C@H](O)[C@@H](CNCc3ccc(CN(C)S(C)(=O)=O)o3)O2)c(=O)[nH]c1=O	-1.7	0.3	2.0	-0.2	0	1
5	COC(=O)[C@]1(C)N[C@H](c2ccc(-c3ccc(Cl)c(Cl)c3)c(OC)c2)[C@@H]2C(=O)N(C)C(=O)[C@@H]21	-3.4	-0.4	0.1	-1.2	8	13
6	O=S(=O)(Nc1cccc(F)c1)c1cccc2nsnc12	0.1	-0.9	-0.1	-1.1	1	-3
7	COc1ccc(NC(=O)NNC(=O)c2ccc3ccccc3c2)cc1OC	0.8	0.2	-0.9	-1.2	3	1
8	COc1ccc(NC(=O)C(CC(=O)O)Cc2ccc(Br)cc2)cc1 (stereo not given)	1.5	0.2	0.9	0.0	3	5
9	Cc1ccc(NC(=O)CSC2=C(C#N)C(c3ccco3)C3=C(CCCC3=O)N2)cc1 (stereo not given)	2.4	1.8	0.1	-1.3	-8	-3
10	CCCCCOC(=O)C1=C(C)Nc2nnnn2C1c1ccccc1Cl (stereo not given)	-1.2	0.2	-1.2	-1.7	-11	-6
11	O=C(O)c1ccc(CNc2ccccc2C(=O)O)cc1	-3.6	0.6	-0.7	-0.8	0	-4
12	Nc1c(-c2ccc(Cl)cc2)cnn1-c1cccc(C(F)(F)F)c1	5.0	-0.3	-0.7	-1.3	-1	-4

no.	DAX1 inh-2	hcDAF-12 act	HGIII-sPLA2 inh	SMARCA2 act	hgDAF12 agonist
1	0.8	3.4	-5	4	4.9
2	-0.5	-0.6	1	-1	0.8
3	-0.1	-1.1	9	1	0.0
4	0.2	-1.1	4	0	-0.6
5	-1.3	-1.1	-15	-1	-3.2
6	-0.2	-1.6	3	-4	-2.3
7	-3.5	2.4	5	1	-1.5
8	0.4	1.6	-1	1	5.2
9	-0.9	-2.0	-23	-3	-0.5
10	-1.8	-2.3	-29	-2	-3.7
11	0.5	-2.5	3	-1	-0.4
12	0.7	0.3	14	-1	6.4

The list goes on:
no.	SMILES	FXN GAA850 act	proKLK7 act	DAX1 inh-1	ssDAF12 agonist	GC-A act	NPR2 activator
13	COc1cccc(CNC(=O)CCS(=O)(=O)c2ccccc2Cl)c1	-0.7	0.4	0.1	-1.4	-1	5
14	CN(Cc1nc(-c2ccncc2)no1)S(=O)(=O)c1ccc(Cl)cc1	-0.3	0.0	-1.5	-1.4	-3	0
15	O=C(Nc1cccc(F)c1)c1cc(-c2ccco2)nc2ccccc12	1.8	-6.4	0.4	0.3	-9	1
16	COc1ccc(S(=O)(=O)N(CC(=O)NN=C2CCN(C)CC2)c2cc(Cl)ccc2OC)cc1OC	2.0	-0.1	0.4	-1.1	0	-3
17	Cc1ccc(S(=O)(=O)N2CCN(CC(=O)NC(=O)NCc3ccccc3)CC2)cc1C	-0.5	0.1	0.7	-1.3	6	2
18	O=C(O)c1cnn(-c2ccccc2)c1C(F)(F)F	1.0	-0.1	3.6	-1.2	-3	2
19	CCOC(=O)c1[nH]c(C)c(C(=O)Nc2ccc3c(c2)CCC3)c1C	2.5	0.0	0.0	-1.1	-1	-2
20	CCCCCN(C(=O)CCC(=O)OCC(=O)Nc1cccc(CC)c1)c1c(N)n(CCCC)c(=O)[nH]c1=O	1.0	-0.8	-0.3	-1.2	4	6
21	O=C(CN1CCN(c2ccc(F)cc2)CC1)Nc1ccccc1[N+](=O)[O-]	1.1	0.3	-1.1	-2.2	0	-3
22	O=C(Nc1cccc(Cl)c1N1CCCC1)c1cccc(-c2cc3ccccc3oc2=O)c1	3.0	0.4	0.3	0.5	-4	4
23	CN(C)c1ccc(NC(=O)Nc2nnc([C@H]3C[C@H](O)[C@@H](CO)O3)s2)cc1	-0.9	-0.6	·	-0.4	-11	-10

no.	DAX1 inh-2	hcDAF-12 act	HGIII-sPLA2 inh	SMARCA2 act	hgDAF12 agonist
13	-0.1	-1.2	7	-3	0.4
14	-0.3	-0.4	1	-4	-2.9
15	0.0	5.7*	24*	-2	2.0
16	0.1	-1.5	-10	1	0.1
17	0.8	-2.5	-2	-3	0.2
18	-0.4	-0.2	3	0	0.8
19	-0.4	-0.7	-6	0	2.0
20	0.0	-0.2	-6	0	-1.1
21	0.0	-0.2	1	-4	0.5
22	0.5	1.2	5	4	3.2
23	0.5	-0.5	3	-3	-1.6

6 compounds already listed, ordered by the value under SMARCA2 act, lowest first:
nr | compound | FXN GAA850 act | proKLK7 act | DAX1 inh-1 | ssDAF12 agonist | GC-A act | NPR2 activator | DAX1 inh-2 | hcDAF-12 act | HGIII-sPLA2 inh | SMARCA2 act
17 | Cc1ccc(S(=O)(=O)N2CCN(CC(=O)NC(=O)NCc3ccccc3)CC2)cc1C | -0.5 | 0.1 | 0.7 | -1.3 | 6 | 2 | 0.8 | -2.5 | -2 | -3
15 | O=C(Nc1cccc(F)c1)c1cc(-c2ccco2)nc2ccccc12 | 1.8 | -6.4 | 0.4 | 0.3 | -9 | 1 | 0.0 | 5.7* | 24* | -2
11 | O=C(O)c1ccc(CNc2ccccc2C(=O)O)cc1 | -3.6 | 0.6 | -0.7 | -0.8 | 0 | -4 | 0.5 | -2.5 | 3 | -1
4 | Cc1cn([C@H]2C[C@H](O)[C@@H](CNCc3ccc(CN(C)S(C)(=O)=O)o3)O2)c(=O)[nH]c1=O | -1.7 | 0.3 | 2.0 | -0.2 | 0 | 1 | 0.2 | -1.1 | 4 | 0
8 | COc1ccc(NC(=O)C(CC(=O)O)Cc2ccc(Br)cc2)cc1 (stereo not given) | 1.5 | 0.2 | 0.9 | 0.0 | 3 | 5 | 0.4 | 1.6 | -1 | 1
22 | O=C(Nc1cccc(Cl)c1N1CCCC1)c1cccc(-c2cc3ccccc3oc2=O)c1 | 3.0 | 0.4 | 0.3 | 0.5 | -4 | 4 | 0.5 | 1.2 | 5 | 4

Whole records, looked up by structure. Screens in order: FXN GAA850 act | proKLK7 act | DAX1 inh-1 | ssDAF12 agonist | GC-A act | NPR2 activator | DAX1 inh-2 | hcDAF-12 act | HGIII-sPLA2 inh | SMARCA2 act | hgDAF12 agonist
Profile of COc1ccc(S(=O)(=O)N(CC(=O)NN=C2CCN(C)CC2)c2cc(Cl)ccc2OC)cc1OC = 2.0 | -0.1 | 0.4 | -1.1 | 0 | -3 | 0.1 | -1.5 | -10 | 1 | 0.1
Profile of O=S(=O)(Nc1cccc(F)c1)c1cccc2nsnc12 = 0.1 | -0.9 | -0.1 | -1.1 | 1 | -3 | -0.2 | -1.6 | 3 | -4 | -2.3
Profile of COc1cccc(CNC(=O)CCS(=O)(=O)c2ccccc2Cl)c1 = -0.7 | 0.4 | 0.1 | -1.4 | -1 | 5 | -0.1 | -1.2 | 7 | -3 | 0.4
Profile of Cc1ccc(NC(=O)CSC2=C(C#N)C(c3ccco3)C3=C(CCCC3=O)N2)cc1 (stereo not given) = 2.4 | 1.8 | 0.1 | -1.3 | -8 | -3 | -0.9 | -2.0 | -23 | -3 | -0.5

Quoted from the listing:
Under SMARCA2 act, entry 16 is entered as 1
Under FXN GAA850 act, entry 13 is entered as -0.7
Under ssDAF12 agonist, entry 14 is entered as -1.4
Under DAX1 inh-1, entry 18 is entered as 3.6
Under hgDAF12 agonist, entry 22 is entered as 3.2
